SARS 3CLpro inh = SARS-CoV 3CLpro protease inhibitors, primary screen, biochemical, quenched FRET; Replicase polyprotein 1ab (Severe acute respiratory syndrome coronavirus), P0C6X7; recombinant SARS-CoV 3CLpro, quenched FRET peptide cleavage; inhibition, % at 6 µM; 290,000 compounds, 0.14% hits; AID 1706, 2009; in the data active = inhibition above about 12%
PfHsp40 yeast = rescue of yeast from PfHsp40 toxicity, primary screen, S. cerevisiae, ATP luminescence. S. cerevisiae expressing PfHsp40, growth rescue. growth rescue, % at 12.5 µM. 340,000 compounds, 0.68% hits; in the data active = growth rescue above about 28%, passing the limit was not always enough;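 note: yeast W303a lacking pdr1 and pdr3 grown in galactose medium; growth measured after three days at 30 °C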
Anthrax LF inh2 = Bacillus anthracis LF protease inhibitors, primary screen, biochemical, multiplex microsphere, MLPCN library; Lethal factor (Bacillus anthracis), P15917; multiplex microsphere protease cleavage assay; inhibition, % at 10 µM; 360,000 compounds, 0.12% hits; in the data active = inhibition above about 30%; note: plate controls were buffer without enzyme for full effect and enzyme alone for no effect
DUSP3 inh = VHR1 phosphatase inhibitors, primary screen, biochemical, absorbance, uHTS; Dual specificity protein phosphatase 3 (Homo sapiens), P51452; recombinant VHR phosphatase, pNPP absorbance; inhibition, % at 13.3 µM; 290,000 compounds, 0.52% hits; AID 1654, 2009; in the data active = inhibition above about 50%; note: some compounds called inactive have numbers as strong as hits
Rv3671c protease = Rv3671c serine protease inhibitors, primary screen, biochemical, fluorescence polarization, M. tuberculosis H37Rv; 320,000 compounds, 0.048% hits; inhibition, % at 5.96 µM; P9WHR9; in the data active = inhibition above about 38%;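 note: extracellular domain of Rv3671c used as enzyme; 0% = enzyme with DMSO and 100% = no enzyme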
TcdB GH inh = TcdB glycohydrolase inhibitors, primary screen, biochemical, single point, plate reader; TcdB glycohydrolase enzymatic assay; Toxin B (Clostridioides difficile), P18177; inhibition, % at 9.99 µM; AID 652162, 2013; 350,000 compounds, 0.24% hits; in the data active = inhibition above about 10%
SSB-PriA inh = inhibitors of Klebsiella pneumoniae PriA binding to SSB C-terminal tail, primary screen, biochemical, AlphaScreen. 430,000 compounds, 0.6% hits. AlphaScreen SSBct-PriA binding, biotinylated peptide. AID 1272365, 2023. inhibition, % at 33 µM. PriA–SSB C-terminal tail interaction (Klebsiella pneumoniae); in the data active = inhibition mostly above about 37%, no sharp cut-off; inactive = mostly below about 20%;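 note: plate controls were negative control peptide for no effect and reference peptide for full effect; strong numbers were not always called active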
Y pestis TopoI = Yersinia pestis topoisomerase I inhibitors, primary screen, biochemical, cleavage product accumulation, plate reader, single point; DNA topoisomerase I (Yersinia pestis CO92); Y. pestis Topo-I cleavage product accumulation; activity, % at 10 µM; 360,000 compounds, 0.064% hits; in the data active = activity above about 50%, passing the limit was not always enough; note: inactives centre near 2
MazF activator = activators of E. coli MazEF toxin-antitoxin RNase, primary screen, biochemical, fluorescence, uHTS | 350,000 compounds, 0.32% hits | AID 504720, 2011 | Endoribonuclease toxin MazF (Escherichia coli (strain K12)), P0AE70 | FAM/BHQ RNA-DNA oligo cleavage fluorescence, 5 h | activation, % at 20 µM; in the data active = activation above about 50%
BH1578 lux ind = inducers of Vibrio cholerae quorum light production without autoinducers, primary screen, BH1578 luxS cqsA deficient, single point; V. cholerae BH1578 lux reporter, luminescence, 6 h; activation, % at 18.7 µM; 350,000 compounds, 0.16% hits; in the data active = activation mostly above about 9.7%, no sharp cut-off; note: not every result past the cut was called active; inactives centre near 0; reference of the scale not given here
An asterisk follows results filed as active; i = inactive; nt = no result given. An excerpt (hit frequency here may not be typical).

no. | molecule | SARS 3CLpro inh | PfHsp40 yeast | Anthrax LF inh2 | DUSP3 inh | Rv3671c protease
1 | COc1ccc(N2C(=O)CC(Sc3nc4ccccc4s3)C2=O)cc1 (stereo not drawn) | 8 | 2.2 | -4 | 22 | 12
2 | O=S(=O)(c1cccs1)N1CCN(CCc2ccccc2)CC1 | 1 | -0.1 | -4 | 8 | -4
3 | C/C(=N\O)c1sc(-c2ccccc2)nc1C | 4 | 0.2 | 2 | 15 | nt
4 | C#CCOCCOCCOCCNc1nc(N2CCN(C(=O)Cn3cc(CCO)nn3)CC2)nc(N2CCN(C(=O)Cn3cc(CCO)nn3)CC2)n1 | nt | 1.5 | -4 | nt | nt
5 | COC(=O)c1ccccc1NC(=O)CN(c1cc(OC)ccc1OC)S(C)(=O)=O | -4 | 0.5 | -10 | 4 | -2
6 | COc1ccc(C(C)(C)NC(=O)C2CCC(=O)N(C3CCCC3)C2)cc1OC (stereo not drawn) | -4 | 0.3 | -3 | 20 | 8
7 | CCN(CC)S(=O)(=O)c1cc(C)c(C)cc1Br | -2 | 1.7 | -2 | 4 | 1
8 | Cc1cccc(CSCc2nnc(N)s2)c1 | 4 | -1.0 | 4 | -11 | 3

no. | TcdB GH inh | SSB-PriA inh | Y pestis TopoI | MazF activator | BH1578 lux ind
1 | 2.2 | -26 | 1 | 3 | -0.1
2 | -1.4 | -9 | 5 | 5 | i
3 | 0.0 | nt | -3 | 5 | -0.3
4 | 0.5 | -3 | 6 | -3 | i
5 | nt | -5 | 1 | -3 | -0.3
6 | 0.6 | -4 | 3 | 0 | i
7 | nt | -24 | 19 | -5 | i
8 | nt | 1 | 3 | 1 | 9.8

Structures from the list above that contain a carbonyl joined to an NH by a bond outside any ring:
no. | molecule | SARS 3CLpro inh | PfHsp40 yeast | Anthrax LF inh2 | DUSP3 inh | Rv3671c protease
5 | COC(=O)c1ccccc1NC(=O)CN(c1cc(OC)ccc1OC)S(C)(=O)=O | -4 | 0.5 | -10 | 4 | -2
6 | COc1ccc(C(C)(C)NC(=O)C2CCC(=O)N(C3CCCC3)C2)cc1OC (stereo not drawn) | -4 | 0.3 | -3 | 20 | 8

no. | TcdB GH inh | SSB-PriA inh | Y pestis TopoI | MazF activator | BH1578 lux ind
5 | nt | -5 | 1 | -3 | -0.3
6 | 0.6 | -4 | 3 | 0 | i

2 of the compounds above, in markdown:
| nr | molecule | SARS 3CLpro inh | PfHsp40 yeast | Anthrax LF inh2 | DUSP3 inh | Rv3671c protease | TcdB GH inh | SSB-PriA inh | Y pestis TopoI | MazF activator | BH1578 lux ind |
| --- | --- | --- | --- | --- | --- | --- | --- | --- | --- | --- | --- |
| 6 | COc1ccc(C(C)(C)NC(=O)C2CCC(=O)N(C3CCCC3)C2)cc1OC (stereo not drawn) | -4 | 0.3 | -3 | 20 | 8 | 0.6 | -4 | 3 | 0 | i |
| 7 | CCN(CC)S(=O)(=O)c1cc(C)c(C)cc1Br | -2 | 1.7 | -2 | 4 | 1 | nt | -24 | 19 | -5 | i |
